Screens: PubChem BioAssay, Broad Institute
miR122 inh: miR-122 Renilla sensor signal increase in Huh7, primary screen, miR-122 inhibitor project, cell-based, single point, plate reader | Huh7 miR-122 Renilla luciferase sensor, 48 h; neutral wells = 0, positive control = 100 | activation (reporter increase), % at 12.5 µM | 0.3% of 340,000 active;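 active = mean replicate activation score at least 90 and every replicate individually at or above 90; inconclusive = only one of the two criteria met; inactive = neither criterion met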;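 also: higher luciferase means less miR-122 activity so hits act as miR-122 inhibitors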
DENV2 CPE rescue: inhibitors of DENV2 cytopathic effect, primary screen, cell-based, plate reader, single concentration; DENV2-infected cells, cytopathic effect rescue; CPE inhibition, % at 9.99 µM; 1.7% of 350,000 active; AID 651640, 2012; in the data active = CPE inhibition above about 20%, passing the limit was not always enough; inconclusive = no clear call, values can overlap the other calls; tested in BHK-21 cells;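 also: 0% = median of neutral control wells and 100% = median of positive control wells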
SIRT5 inh: SIRT5 desuccinylase inhibitors, primary screen, biochemical, fluorescence imaging, single point, set 5; NAD-dependent protein deacylase sirtuin-5, mitochondrial (Homo sapiens), Q9NXA8; Purified SirT5, succinyl-peptide AMC, trypsin-coupled fluorescence; inhibition, % at 15 µM; 1.1% of 330,000 active; in the data active = inhibition above about 15%; inconclusive = no clear call, values can overlap the other calls
Casp6 inh: human caspase-6 inhibitors, primary screen, biochemical, VEID-R110 fluorescence, single point, set 2. P55212. purified caspase-6, Z-VEID-R110 cleavage fluorescence. inhibition, % at 12.5 µM. 0.53% of 350,000 active. AID 686996, 2013;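 active = mean inhibition across replicates at least about 35%, with every replicate also reaching that limit, limit read from the data; inconclusive = only one of the two criteria met; inactive = neither criterion met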;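 also: 0% = median of neutral control wells and 100% = no fluorescence left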
ERp5 block: inhibitors of ERp5-driven insulin aggregation, primary screen, biochemical, turbidity, absorbance 650 nm, single point; 90 min; 0.05% of 350,000 active; inhibition, % at 9.99 µM;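 active = mean replicate inhibition above about 25%, with every replicate also reaching it, limit read from the data, passing the limit was not always enough; inconclusive = only one of those two criteria met; inactive = neither criterion met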
ERAP1 HTS inh: human ERAP1 aminopeptidase inhibitors, primary screen, biochemical, single point, plate reader. Endoplasmic reticulum aminopeptidase 1 (Homo sapiens), Q9NZ08. recombinant ERAP1, Leu-AMC fluorescence, 60 min. inhibition, % at 10.7 µM. 0.15% of 340,000 active. AID 652197, 2013;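 active = mean replicate inhibition of at least 30%, or all replicates individually reaching that 30% level; inactive = mean below 30% and not every replicate reaching it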;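 also: 0% = neutral control wells and 100% = L-leucinethiol positive control wells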
Target sequence (Q9NZ08 whole entry, looked up): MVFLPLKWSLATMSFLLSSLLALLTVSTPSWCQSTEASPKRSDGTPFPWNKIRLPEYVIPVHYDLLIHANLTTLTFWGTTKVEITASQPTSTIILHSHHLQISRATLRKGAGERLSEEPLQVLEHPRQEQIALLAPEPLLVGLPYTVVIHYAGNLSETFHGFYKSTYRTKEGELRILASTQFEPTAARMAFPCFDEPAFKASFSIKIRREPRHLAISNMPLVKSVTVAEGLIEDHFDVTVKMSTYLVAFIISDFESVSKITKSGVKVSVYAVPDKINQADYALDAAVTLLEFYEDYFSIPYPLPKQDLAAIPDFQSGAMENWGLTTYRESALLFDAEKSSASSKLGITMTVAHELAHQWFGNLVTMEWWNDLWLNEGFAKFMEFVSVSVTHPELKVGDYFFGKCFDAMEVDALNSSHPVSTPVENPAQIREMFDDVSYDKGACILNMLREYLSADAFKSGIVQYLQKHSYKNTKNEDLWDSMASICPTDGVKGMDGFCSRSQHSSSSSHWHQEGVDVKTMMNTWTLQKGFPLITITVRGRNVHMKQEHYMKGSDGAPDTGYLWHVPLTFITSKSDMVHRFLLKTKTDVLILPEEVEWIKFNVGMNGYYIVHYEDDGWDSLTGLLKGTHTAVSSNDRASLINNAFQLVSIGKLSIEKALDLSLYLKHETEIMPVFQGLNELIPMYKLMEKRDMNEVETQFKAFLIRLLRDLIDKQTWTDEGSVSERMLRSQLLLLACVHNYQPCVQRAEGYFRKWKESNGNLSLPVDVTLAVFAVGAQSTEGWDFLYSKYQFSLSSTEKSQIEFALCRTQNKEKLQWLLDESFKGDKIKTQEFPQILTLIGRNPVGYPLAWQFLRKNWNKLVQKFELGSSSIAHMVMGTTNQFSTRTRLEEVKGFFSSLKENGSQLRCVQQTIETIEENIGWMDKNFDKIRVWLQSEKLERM
F508del corr: F508del CFTR correction, initial screen, CFBE line, single point; CFBE cells, YFP halide quenching; stimulated with forskolin plus potentiator P3; % fluorescence drop versus neutral controls; activity (quench increase), % at 7.58 µM; 0.36% of 350,000 active; AID 720511, 2013;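 active = mean added fluorescence quench of at least 8% versus neutral control, with both replicates also reaching 8%; inconclusive = only one of the mean or replicate conditions met; inactive = mean below 8% and not both replicates reaching 8%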;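 also: cells transiently co-express mutant CFTR-F508del with the halide-sensitive YFP; corrector assay measuring rescue of mutant channel to the surface after 24 h compound exposure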
The depositor's hits bear a star; ? = inconclusive; . = no result given; & = joins results of further samples; [ ] = another dose, or the depositor's remark.

SMILES	miR122 inh	DENV2 CPE rescue	SIRT5 inh	Casp6 inh	ERp5 block	ERAP1 HTS inh	F508del corr
COc1ccc2c3c(n(C)c2c1)[C@H](CO)N(CC1CC1)CC31CCN(C(=O)Nc2ccccc2)CC1	.	5.0	4.7	-8.1	-6.6	2.4	-1.3
CC(C)C(NC(=O)c1ccccc1)C(=O)NC1CCCc2ccccc21 (stereo not given)	.	-0.7	-4.7	1.0	4.1	-4.0	-4.7
COc1ccccc1C(=O)NCC(=O)N=Nc1c(O)n(C(C)C)c2ccccc12	-0.5	-1.0	-1.3	-2.9	-1.3	-1.6	-2.1
Cc1ccc(S(=O)(=O)N2[C@H](CC(=O)OCc3ccccc3)OC[C@@H]2C)cc1	.	-2.1	-3.0	-0.1	-3.0	0.8	3.2
COc1ccc(CNC(=O)C[C@H]2C[C@H](C(=O)N3CCOCC3)[C@@]3(CCC4CCCC4)c4[nH]c5cc(CCC(=O)N(C)C)ccc5c4CCN3C2=O)cc1OC	.	-2.6	2.9	4.6	1.1	-0.1	-1.4
CCC(=O)Nc1ccc2c(c1)OC[C@H](C)N(C(=O)CC1CC1)C[C@@H](C)[C@@H](OC)CN(C)C2=O	-4.0[16.7 µM]	-9.5	3.0	0.5	-3.3	1.0	1.9
CC(=O)N(C(C)=O)c1nc(-c2ccccc2)cn1/N=C/c1cccc([N+](=O)[O-])c1	.	3.8	-1.3	4.4	-1.9	-3.7	-1.5
CC1CC(=O)Nc2ccccc2N1S(=O)(=O)c1ccc(F)cc1F (stereo not given)	.	0.8	-2.7	0.2	-1.8	-1.2	0.8
CC(C)CC#Cc1cnc2c(c1)C(=O)N([C@H](C)CO)C[C@H](C)[C@H](CN(C)C(=O)C1CCOCC1)O2	-6.4[16.7 µM]	4.4	2.2	1.0	9.1	-0.5	-0.4
CC(C)c1ccc(NC2CCCN(C(=O)c3cccs3)C2)cc1 (stereo not given)	2.9	?	7.3	1.5	1.7	0.3	-2.8
Cc1nn(Cc2ccccc2Cl)c(C)c1NC(=O)c1noc(C(C)C)c1[N+](=O)[O-]	.	0.5	-1.1	-1.1	1.9	-2.7	-0.4
COc1ccc(NC(=O)c2sc(=O)n(Cc3cccc(C(F)(F)F)c3)c2C)cc1OC	.	9.5	.	-2.6	9.5	-2.3	-2.0
C[C@@H]1CCCCO[C@H](CN(C)CC2CCCCC2)[C@H](C)CN([C@H](C)CO)C(=O)c2cc(NS(C)(=O)=O)ccc2O1	-7.0[16.7 µM]	5.6	-2.0	1.5	3.5	0.3	-0.3
C[C@@H]1CN([C@H](C)CO)C(=O)c2cc(NC(=O)NC3CCCCC3)ccc2O[C@@H](C)CCCCO[C@@H]1CN(C)Cc1ccc(C(F)(F)F)cc1	-14.1[16.7 µM]	-1.6	-1.3	0.2	-3.1	-0.6	0.0
COc1ccc(-c2[nH]ncc2CN2CCCN(C(=O)c3ccco3)CC2)cc1F	-5.4	-2.0	.	3.4	3.2	-3.1	-3.3
COc1cccc(CC(=O)Nc2cc(S(=O)(=O)N3CCOCC3)ccc2OC)c1	0.7	0.2	-3.7	2.7	-3.4	2.0	2.9
CCN(C(=O)CN1C=NS(=O)(=O)c2ccccc21)c1ccccc1	-3.5	-3.6	0.2	-5.3	4.8	2.7	-1.0
CCCc1cc(=O)[nH]c2nnc(SCC(=O)Nc3ccc4c(c3)OCCO4)n12	-1.0	-7.8	12.1	-3.1	3.3	-1.2	-2.2
CC(C)NC(=O)Nc1ccc2c(c1)C(=O)N([C@@H](C)CO)C[C@H](C)[C@H](CN(C)C(=O)Nc1ccc3c(c1)OCO3)OCCCC[C@H](C)O2	-2.6[16.7 µM]	-9.3	-2.4	-1.1	-2.7	2.1	1.9
COc1cc(CN(C2CCCCC2C)S(=O)(=O)c2ccc(S(=O)(=O)NC3CC3)cc2)cc(OC)c1OC (stereo not given)	-2.2	-8.7	-2.4	-5.6	2.5	1.1	.
CCn1c(=O)c(=O)[nH]c2cc(C(=O)NC3CCCC3)ccc21	2.9	-0.8	3.4	1.5	-5.3	-0.5	-3.8
COc1ccc(C(C#N)=C2C=CC(=NO)C=C2)cc1	.	3.4	-0.5	1.5	2.2	1.3	-3.4
CCCCNC(=O)c1cnc(Cc2c[nH]c3ccccc23)c(I)c1	1.2	6.0	0.6	-0.6	-1.0	.	-2.5
CCN(CC)C(=S)NC(=O)c1cc(OC)c(OC)c(OC)c1	.	-4.5	-0.5	-0.8	6.4	-3.2	-0.7
CCCN(C)C[C@@H]1OCCCC[C@H](C)Oc2ccc(NC(=O)c3ccccc3)cc2C(=O)N([C@@H](C)CO)C[C@@H]1C	-0.1[16.7 µM]	?	-4.2	-0.7	2.4	1.1	-3.9

Next results:
SMILES	miR122 inh	DENV2 CPE rescue	SIRT5 inh	Casp6 inh	ERp5 block	ERAP1 HTS inh	F508del corr
Cn1c(N)nc(N)c(NC=O)c1=O	.	18.2	.	-0.9	4.9	0.3	1.0
OCCOCCn1c(CCNc2nc(-c3ccc(F)cc3)cs2)nc2cc(C(F)(F)F)ccc21	-1.9	-12.8	.	-1.3	1.4	.	1.8
Cc1nn2c(N3CCOCC3)cc(C(C)C)nc2c1-c1ccccc1	-11.1	16.8	-5.9	0.4	1.8	-0.5	-0.2
COc1cc(C(C)=O)ccc1OCC(=O)Nc1cc(Cl)ccc1-n1cncn1	-6.1	4.9	-0.6	0.1	-1.5	0.1	-7.4
N#C/C(=C\c1ccc[nH]1)C(=O)NC1CC1	-2.2	12.1	2.3	1.2	4.7	-1.8	.
NC(=O)CCCc1nc(-c2ccccc2)no1	.	-3.4	-9.7	1.7	-1.3	4.3	-2.1
Cc1cc(C)c(OCC(=O)OCC(=O)NCc2ccco2)c(C)c1	0.7	6.9	-4.4	2.2	-3.2	2.9	4.3
O=C(NC1CCN(C(=O)Nc2ccccc2Cl)CC1)c1ccco1	-4.4	-2.7	1.0	-3.0	2.4	-3.7	0.5
CC1CCC(NC(=O)c2cc3c(s2)CCCC3)CC1 (stereo not given)	.	3.0	-3.3	-1.0	4.8	1.5	-2.0
CCCNC(=O)C[C@H]1CC[C@H]2[C@@H](COC[C@@H](O)CN2C(=O)CC)O1	6.4[16.7 µM]	-1.4	-6.3	4.5	7.3	-2.5	-1.0
C[C@H]1CN([C@@H](C)CO)S(=O)(=O)c2ccc(/C=C/c3ccccc3)cc2O[C@@H]1CN(C)C(=O)NC1CCCC1	15.2[16.7 µM]	-3.9	31.9*	0.7	-6.8	2.3	-3.6
Nc1ccc(C(=O)CC(=O)Nc2ccc(Cl)cc2)cc1	-1.7	-2.4	-6.9	0.6	-3.1	0.4	-1.2
Oc1ccc(/C(Cc2ccc3ccccc3n2)=N\Nc2ccccc2)c(O)c1	3.6	7.6	-1.1	11.6	-4.9	-0.3	-5.8
Cc1cc(C)c(NC(=O)CN2C(=O)NC(Cc3ccccc3)C2=O)c(C)c1 (stereo not given)	.	15.4	5.1	-1.7	1.0	-0.8	-0.6
COc1cc(Cl)c(C)cc1NC(=O)c1ccccc1NC(=O)CN1CCN(C(C)=O)CC1	2.5	1.7	-1.7	-1.2	8.0	-4.7	-2.4
O=C(c1ccc(-c2cccc([N+](=O)[O-])c2)o1)N1CCN(c2ccc([N+](=O)[O-])cc2)CC1	1.0	10.8	1.0	6.6	1.6	-0.1	-2.8
O=C(CN1C(=O)S/C(=C\c2ccc(F)cc2)C1=O)NCCCn1ccnc1	7.4	?	1.7	-5.4	-4.8	-1.4	0.8
Cc1ccc(C)c(NC2=C(Cl)C(=O)OC2OC(C)C)c1 (stereo not given)	.	1.2	-1.9	0.4	4.3	-1.1	0.8
O=C1CN(C(=O)CN2CCN(S(=O)(=O)c3ccccc3)CC2)c2ccccc2N1	-4.2	2.1	.	23.9	5.3	-1.6	0.2
COc1cc(NC(=O)C2CC(=O)N(CCc3ccc(F)cc3)C2)cc(OC)c1OC (stereo not given)	2.8	?	-2.7	20.9	1.2	0.7	-1.0
O=C(O)C1=C[C@@H](c2ccc3c(c2)OCO3)C[C@@H](OCCCCO)O1	-2.3	-10.4&4.7	1.5&-2.6	3.9&10.9	-2.4&0.9	5.3&0.2	-2.3&0.5
Cc1ccccc1CN1CCC(Oc2ccc(C(=O)N3CCCC3)cc2)CC1	1.5	4.2	4.3	0.9	-1.8	-2.6	-0.1
COc1ccc(N(C(=O)c2cnsn2)C(C(=O)NC2CCCCC2)c2ccncc2)cc1 (stereo not given)	.	17.9	2.2	1.4	-0.7	-0.3	-1.0
CCn1c(O)c(C#N)c(C)cc1=O	0.9	2.3	-0.9	8.3	3.5	0.2	-1.9
C[C@@H]1CN([C@H](C)CO)C(=O)Cc2cc(NS(=O)(=O)c3ccccc3)ccc2O[C@@H]1CN(C)CC1CCCCC1	-5.9[16.7 µM]	-8.1	-0.9	1.4	1.6	1.0	0.0

(list continues)
SMILES	miR122 inh	DENV2 CPE rescue	SIRT5 inh	Casp6 inh	ERp5 block	ERAP1 HTS inh	F508del corr
COc1ccc(CNn2c(-c3ccccc3F)nc3ccccc3c2=O)cc1OC	-0.1	-1.7	-1.9	1.2	4.4	-0.6	0.8
N#C[C@H]1[C@@H](c2ccc(C3=CCCCC3)cc2)[C@@H](CO)N1C(=O)CN1CCOCC1	.	-4.8	1.5	-0.4	3.1	-0.8	1.5
CCCCNC(=O)C(NC(=O)c1cccc(C(F)(F)F)c1)C(=O)c1ccccc1 (stereo not given)	17.7	-4.8	1.3	-0.7	2.4	0.4	-2.7
COc1ccc(NC(=O)N(C)C[C@@H]2OCCCC[C@@H](C)Oc3ccc(NC(=O)NC4CCCCC4)cc3C(=O)N([C@@H](C)CO)C[C@@H]2C)cc1	0.4[16.7 µM]	9.1	6.1	0.5	-3.4	-2.1	3.8
C/C(CC(=O)Nc1ccc(C)c(Cl)c1)=N\NC(=O)c1cccc(O)c1	-6.2	-6.4	7.7	1.1	-1.6	2.7	-0.7
COc1ccc(N2CCN(C(=O)c3cn(CC4CCCCC4)nn3)CC2)cc1	-4.8	-2.6	1.5	-2.7	4.7	1.9	1.1
N#CCc1nc(C(c2ccccc2)c2ccccc2)no1	4.6	-2.0	-5.2	13.6	5.3	-2.1	1.4
CN1CCN(C(=O)C[C@@H]2C[C@@H]3c4cc(NC(=O)Nc5ccc(C(F)(F)F)cc5)ccc4O[C@@H]3[C@H](CO)O2)CC1	0.9[16.7 µM]	12.4	-5.0	2.5	3.0	1.9	-3.2
CC(C)NC(=O)N(C)C[C@H]1Oc2ccc(NC(=O)Nc3ccc(F)cc3)cc2CC(=O)N([C@H](C)CO)C[C@H]1C	-0.8[16.7 µM]	-2.2	-0.7	-5.3	1.7	0.1	0.0
COCCN1C(=O)C(=O)/C(=C(/O)c2ccc(S(=O)(=O)N3CCCCC3)cc2)C1c1ccc(OC)c(OC)c1 (stereo not given)	-1.4	-5.1	-2.4	-0.7	3.1	-1.4	1.7

Compounds above that contain a cyano group:
SMILES	miR122 inh	DENV2 CPE rescue	SIRT5 inh	Casp6 inh	ERp5 block	ERAP1 HTS inh	F508del corr
COc1ccc(C(C#N)=C2C=CC(=NO)C=C2)cc1	.	3.4	-0.5	1.5	2.2	1.3	-3.4
N#C/C(=C\c1ccc[nH]1)C(=O)NC1CC1	-2.2	12.1	2.3	1.2	4.7	-1.8	.
CCn1c(O)c(C#N)c(C)cc1=O	0.9	2.3	-0.9	8.3	3.5	0.2	-1.9
N#C[C@H]1[C@@H](c2ccc(C3=CCCCC3)cc2)[C@@H](CO)N1C(=O)CN1CCOCC1	.	-4.8	1.5	-0.4	3.1	-0.8	1.5
N#CCc1nc(C(c2ccccc2)c2ccccc2)no1	4.6	-2.0	-5.2	13.6	5.3	-2.1	1.4
